Compound activity deposited in PubChem BioAssay by National Center for Advancing Translational Sciences (NCATS).
Pf growth 96h – inhibits malaria parasite growth, 96 h. P. falciparum luciferase reporter growth, 96 h. Potency, µM (titrated, usually from 28.7 µM), without a hit: at the top dose activity change, negative = inhibition, hits mostly inhibitors. 6.9% of 320,000 active; also: potency is read from the fitted curve at half-maximal effect; % is scaled to controls: 0 for no effect and ±100 for the full control effect
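Infected RBCs, 2% Hct / 0.05% parasitemia final; luciferase-reporter P. falciparum; cpd 96 h, 37 C, 5% CO2; luciferase detection reagent; luminescence.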
CHX counter – counter-screen hit for Shiga toxin inhibitors, cycloheximide. 12% of 300,000 active. cell reporter, cycloheximide protein synthesis inhibition counterscreen. AID 2314. max response, %; in the data active = max response mostly above about 13%, no sharp cut-off; inactive = mostly below about 14%; also: read at 38.3 µM for the half of the compounds with a filed dose; 0% is about no effect
Pf growth 48h – inhibits P. falciparum growth in the first generation, 48 h. AID 504832. 5.9% of 310,000 active. Potency, µM (highest dose often 28.7 µM), for inactives: at the top dose activity change, negative = inhibition, usual class: inhibitors. P. falciparum luciferase growth in erythrocytes, 48 h; also: potency is read from the fitted curve at half-maximal effect; % is scaled to controls: 0 for no effect and ±100 for the full control effect
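Luciferase-expressing parasites in RBCs, 2% Hct / 0.1% parasitemia final; RPMI 1640 + 0.5% Albumax; 37 C, 5% CO2, one generation; luminescence read-out, lower signal = inhibition.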
TbPYK inhibitor – inhibitors of Trypanosoma brucei pyruvate kinase; Q57TT1; TbPYK enzyme, Kinase-Glo Plus ATP luminescence, 45 min; Potency, µM (top dose mostly 76.8 µM), inactives show at the highest dose activity, negative = inhibition, actives largely listed as inhibitors; 0.12% of 410,000 active; also: potency is read from the fitted curve at half-maximal effect; % is scaled to controls: 0 for no effect and ±100 for the full control effect; nearly all actives have a fitted effect of over 50% in size
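Luminescence from Kinase-Glo Plus, added after a 45-minute room-temperature reaction, served as the end-point read-out. The enzyme and substrate were preincubated with compound before ADP (130 uM final) initiated turnover. Concentration-effect curves came from normalized qHTS data.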
HCV inhibitor – HCV inhibition; Huh7.5.1 HCVcc-Cre infection, luciferase reporter, 44 h; 3.4% of 340,000 active; AID 651820; Potency, µM (highest dose often 41.8 µM), for the others: at the highest dose activity change, negative = inhibition, actives largely listed as inhibitors; also: potency is read from the fitted curve at half-maximal effect; % is scaled to controls: 0 for no effect and ±100 for the full control effect
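Antiviral activity was scored by luciferase reporter output from cells infected with HCVcc-Cre (~0.5 moi) in presence of compound, 44 h infection period, cells seeded 1,000/well 4 h prior.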
LmPK inhibitor – LmPK (Leishmania mexicana) enzyme inhibition. Q27686. purified LmPK, Kinase-Glo ATP luminescence, 1 h. Potency, µM (series often up to 57.5 µM), for the others: at the top dose activity change, negative = inhibition, actives largely listed as inhibitors. 0.37% of 290,000 active. AID 1721; also: potency is read from the fitted curve at half-maximal effect; % is scaled to controls: 0 for no effect and ±100 for the full control effect
Target sequence (Q27686 whole entry, looked up): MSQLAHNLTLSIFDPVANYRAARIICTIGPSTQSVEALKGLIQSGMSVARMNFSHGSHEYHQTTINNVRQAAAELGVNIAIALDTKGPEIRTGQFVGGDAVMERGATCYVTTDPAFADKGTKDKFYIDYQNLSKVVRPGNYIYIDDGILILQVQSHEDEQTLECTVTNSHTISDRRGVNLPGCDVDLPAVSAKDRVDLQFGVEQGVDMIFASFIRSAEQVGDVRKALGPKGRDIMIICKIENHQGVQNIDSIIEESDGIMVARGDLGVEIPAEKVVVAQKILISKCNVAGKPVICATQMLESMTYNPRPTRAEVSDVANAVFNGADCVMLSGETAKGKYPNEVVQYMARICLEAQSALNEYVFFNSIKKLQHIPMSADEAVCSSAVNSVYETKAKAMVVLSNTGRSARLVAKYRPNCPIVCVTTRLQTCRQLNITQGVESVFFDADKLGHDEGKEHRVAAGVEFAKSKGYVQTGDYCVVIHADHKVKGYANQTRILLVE
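In 50 mM imidazole pH 7.2 with 7 mM MgCl2, LmPK (0.1 nM) turned over PEP (0.5 mM) and ADP (0.1 mM) for 1 h at room temperature. Luciferase read-out of ATP.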
Shiga toxin inh – blocks Shiga toxin action in Vero cells; Vero cells, Shiga toxin protein synthesis inhibition reporter; inhibition, % at 38.7 µM; 9.2% of 290,000 active; AID 2315; in the data active = inhibition mostly above about 28%, no sharp cut-off; inactive = mostly below about 43%; also: 0% is about no effect
Active calls of the source: *; ? = inconclusive; . = not tested or not shown; & = joins results of further samples; ! = not confirmed by another sample; [ ] = dose if it differs, or a comment. Unless noted, calls follow the shape of the dose curve; as a rule, active = well fitted curve in the direction sought with a large enough effect; inconclusive = small, poorly fitted or top-dose-only effect, or another doubt; inactive = no such curve, though single readings can be large; an effect the other way counts as inactive or inconclusive.

SMILES	Pf growth 96h	CHX counter	Pf growth 48h	TbPYK inhibitor	HCV inhibitor	LmPK inhibitor	Shiga toxin inh
Cc1ccccc1N1CCN(C2CCCN(C(=O)c3cnsn3)C2)CC1 (configuration not stated)	-3%	-3	-5%	-1%	-3%	-1%	1
CCN(CC)c1ccc(NC(=O)COc2ccc(C#N)cc2)cc1S(=O)(=O)Nc1ccc(OC)cc1	10µM*	-7	?	-15%	?	3%	-8
CCOC(=O)c1sc(NC(=O)CCCCl)nc1C	-4%	14	39%[activator]	4%	-13%	-3%	27
Cc1cccc(NC(=O)c2ccc(NCCO)c([N+](=O)[O-])c2)n1	184%[activator]	30*	76%[activator]	-4%	-19%	-2%	53*
O=C(CCl)Nc1cn(-c2ccccc2)nc1-c1ccc(F)cc1	?	24*	-30%	0%	?	1%	19
Cc1oncc1C(=O)Nc1cccc2ccccc12	?	-3	-16%	9%	8%	5%	-7
Cc1ccc(Nc2nc(N3CCN(C)CC3)nc(N)c2[N+](=O)[O-])cc1C	?	8	?	.	-19%	2%	7
Cc1cc(N2CCOCC2)n2ncc(-c3ccccc3Cl)c2n1	201%[activator]	41*	85%[activator]	0%	?	-1%	88*
O=C(Cn1cnc2ccccc2c1=O)Nc1ccc(N2CCOCC2)cc1	2%	9	33%[activator]	4%	9%	-1%	-3
Cc1nn(CC(=O)NCCc2ccc(Cl)cc2Cl)c(C)c1[N+](=O)[O-]	?	1	12µM*	5%	?	1%	-5
O=C(O)C(c1ccccc1)C1(O)CCCC1 (configuration not stated)	10%[5.75 µM]	-1	5%	8%	-14%	-1%	24
Cc1nn(C)cc1S(=O)(=O)Nc1ccccc1Br	0%	6	25%	1%	21%	-1%	-6
Cc1c(C(=O)OCC[N+]2(C)CCCCC2)oc2ccccc12	48%[activator]	-3	?	1%	12%	-6%	11
COc1ccccc1C1CC(=O)Nc2cc3c(cc21)OCCO3 (configuration not stated)	44%[activator]	-4	-15%	1%	?	0%	-37
Cn1c(SCC(N)=O)nnc1C1CCN(C(=O)NCc2ccccc2)CC1	-12%	-4	-16%	2%	9%	-7%	-3
CC1C(=O)N2CCCc3cc(S(=O)(=O)N4CCN(c5cccc(Cl)c5)CC4)cc1c32 (configuration not stated)	?	.	?	7%	-11%	.	.
CC(Oc1ccc2c(-c3ccccc3)cc(=O)oc2c1)C(=O)NCC1CCC(C(=O)O)CC1 (configuration not stated)	3.3µM*	-4&-2	5.2µM*!	-11%&-1%	?	0%&1%	12&-10
Cc1cc(C)nc(N/N=C/C=C/c2ccccc2)n1	?	29*	2%	-5%	16%	0%	57*
COCCCNc1nc(N)c([N+](=O)[O-])c(NCC2CCCO2)n1 (configuration not stated)	?	1	?	-2%	8%	6%	-13
O=C(c1ccc(F)cc1)N1CCCC(c2nc(-c3ccncc3)no2)C1 (configuration not stated)	21%	.	5%	0%	?	.	.
COc1ccc(CCn2c(-c3cc([N+](=O)[O-])cc([N+](=O)[O-])c3)nc3nc4ccccc4nc32)cc1	0.74µM*	-3	?	2%	-3%	1%	3
COCCNC(=S)NNc1ccc(Cl)c(C(=O)O)c1	22%	-3	6%	-22%	15%	8%	12
O=C1c2ccccc2NC(c2cn[nH]c2-c2ccccc2)N1O (configuration not stated)	34%[activator]	-3	21%	-3%	-10%	7%	15
Cc1ccc(S(=O)(=O)NC(C)(C)CSc2ncccn2)cc1	-4%	-1	27%	-1%	15%	-3%	25
CN(Cc1cccc2ncccc12)C(=O)CC1C(=O)NCCN1Cc1ccc(F)cc1 (configuration not stated)	13µM*	-5	-6%	-3%	0%	15%	5
SMILES	Pf growth 96h	CHX counter	Pf growth 48h	TbPYK inhibitor	HCV inhibitor	LmPK inhibitor	Shiga toxin inh
C/C=C/c1ccc(OCCOc2ccc(C=O)cc2)c(OC)c1	21%	9	0%	-4%	21%	2%	-9
CCOCc1nnc(NC(=O)c2c(OC)cccc2OC)s1	13%	1	.	-10%	29%	1%	7
CCOC(=O)c1c(NCC2CCCO2)c2ccccc2[nH]c1=O (configuration not stated)	.	5	14%	5%	-9%	-2%	-15
COc1ccc2[nH]c(C(=O)O)c(CCN3C(=O)c4ccc(C(=O)O)cc4C3=O)c2c1	38%[activator]	17*	50%[activator]	5%	38%[activator]	2%	24
O=C1CCN(Cc2ccc([N+](=O)[O-])cc2)CCN1[C@H](CO)c1ccccc1	?	-3	?	-8%	-25%	-9%	-4
COc1ccc(NC(=S)Nc2ccc(N(C)C(C)=O)cc2)cc1	-45%[1.15 µM]	10	2%	0%	18%	0%	-3
O=C(CCC(=O)N1CCN(c2ccc(F)cc2)CC1)N1CCN(c2ccc(F)cc2)CC1	?	-2	-14%	-1%	?	-3%	-5
Cc1nn(C)c(C(=O)Nc2ccc(S(=O)(=O)NC34CC5CC(CC(C5)C3)C4)cc2)c1Br	-91%	-2	?	3%	10µM*	-3%	-44
Cc1cc(SCC(N)=O)nc(SCC(=O)c2ccccc2)n1	19%	7	21%	-5%	-2%	2%	14
O=C(Nc1cccnc1)c1cc2cc(Br)ccc2o1	?	22*	36%[activator]	4%	?	0%	.
Cc1nc2oc(C(=O)c3ccc(Br)cc3)c(N)c2c2c1COC(C)(C)C2	-14%	-6	0%	-7%	14%	1%	-16
CCCCC(CCC(=O)Nc1ccn(-c2ccccc2)n1)C(=O)O (configuration not stated)	6%	-2	8%	12%	12%	3%	-5
CS(=O)(=O)N1CCCC(C(=O)NCCCN2CCc3ccccc3C2)C1 (configuration not stated)	4%	3	12%	-1%	2%	-6%	-7
CN(C)CCNC(=O)C(=O)Nc1ccc2c(c1)N(S(=O)(=O)c1cccs1)CCC2	13µM*	.	?	-9%	?	.	.
CC(=O)Nc1ccc(S(=O)(=O)N2CCN=C2SCc2ccc(F)cc2)cc1	15µM*	-1	?	-9%	?	0%	-13
C/C(CC1CC(C)(C)OC1=O)=N/Nc1nc(-c2ccccc2)cs1 (configuration not stated)	?	25*	-10%	-10%	-2%	2%	39
CCOC(=O)[C@H]1[C@H]2COc3ccccc3[C@@H]2N2C(=O)[C@@H](CO)NC(=O)[C@@]12C	-29%	.	9%	6%	?	.	.
Cc1ccc(NC(=O)/C(=C\c2cccc([N+](=O)[O-])c2)NC(=O)c2cccs2)cc1	?	-1	?	1%	9%	2%	-5
O=[N+]([O-])c1cccc(C(=S)N2CCN(c3ccccc3F)CC2)c1	16%[1.15 µM]	-1	2%	-16%	1%	2%	2
Cc1ccccc1CSCCC(=O)NCCC1=CCCCC1	33%[activator]	7	-4%	-16%	10%	3%	-4
O=C1CC(N2CCN(Cc3ccc4c(c3)OCO4)CC2)C(=O)N1c1cccc(Cl)c1 (configuration not stated)	.	-6	31%[activator]	4%	12%	2%	-14
COc1ccc(N2C(=O)c3ccccc3NC2c2ccc(OC)c(Cn3nnc4ccccc43)c2)cc1 (configuration not stated)	9.3µM*	21*	12µM*	6%	-7%	-2%	31
CC(C)[C@@H](C(=O)N[C@@H](C(=O)O)c1ccccc1)N1C(=O)N2CCc3c([nH]c4ccccc34)[C@@]2(C)C1=O	-7%	-2	22%	2%	-2%	-10%	2
COc1ccc(N2CCN(C(=S)Nc3cccc(C)c3)CC2)cc1	42%[activator]	-3	0%	1%	-1%	0%	-14
Cc1ccc(NC(=O)COC(=O)CN2CSCC2=O)cc1C	?	-1	29%	-5%	4%	6%	-16

Some of the entries so far, as comma-separated lines:
SMILES,Pf growth 96h,CHX counter,Pf growth 48h,TbPYK inhibitor,HCV inhibitor,LmPK inhibitor,Shiga toxin inh
CCOC(=O)c1c(NCC2CCCO2)c2ccccc2[nH]c1=O (configuration not stated),.,5,14%,5%,-9%,-2%,-15
COc1ccc2[nH]c(C(=O)O)c(CCN3C(=O)c4ccc(C(=O)O)cc4C3=O)c2c1,38%[activator],17*,50%[activator],5%,38%[activator],2%,24

Part of the list above in order of length of the SMILES, smallest number first:
SMILES	Pf growth 96h	CHX counter	Pf growth 48h	TbPYK inhibitor	HCV inhibitor	LmPK inhibitor	Shiga toxin inh
Cc1ccc(NC(=O)COC(=O)CN2CSCC2=O)cc1C	?	-1	29%	-5%	4%	6%	-16
CS(=O)(=O)N1CCCC(C(=O)NCCCN2CCc3ccccc3C2)C1 (configuration not stated)	4%	3	12%	-1%	2%	-6%	-7
O=C1CCN(Cc2ccc([N+](=O)[O-])cc2)CCN1[C@H](CO)c1ccccc1	?	-3	?	-8%	-25%	-9%	-4

Further entries follow:
SMILES	Pf growth 96h	CHX counter	Pf growth 48h	TbPYK inhibitor	HCV inhibitor	LmPK inhibitor	Shiga toxin inh
C#C[C@]1(O)CC[C@H]2[C@@H]3CCC4=Cc5nc6nc7ccccc7n6cc5C[C@]4(C)[C@H]3CC[C@@]21C	5.2µM*	.	3.7µM*	3%	?	.	.
O=C(N=c1ccn(-c2nc3ccccc3nc2NS(=O)(=O)c2ccccc2)cc1)c1ccccc1Cl	-1%	1	-21%	0%	-8%	11%	4
COc1ccc(N2C(=O)/C(=C/c3ccc(C)o3)C(=O)NC2=S)cc1	-6%	-1	-2%	?	11%	-1%	27
COc1ccc(NC(=O)CC2SC(=Nc3ccccc3)NC2=O)c(OC)c1 (configuration not stated)	-6%	-4	-1%	1%	4%	-1%	-7
COc1ccc(NCc2cc3ccccc3[nH]c2=O)cc1	19%	-2	2%	3%	10%	1%	-9
N#C/C(=C\c1ccccc1[N+](=O)[O-])C(=O)NCc1ccccc1	?	-1	15µM*	1%	5%	6%	-4
CN(CC(O)COc1ccc(S(=O)(=O)N2CCOCC2)cc1)C1CCCCC1 (configuration not stated)	-4%	1	5%	-6%	11%	1%	-12
O=C(CC(Nc1ccccc1Cl)C(=O)O)c1ccccc1 (configuration not stated)	-10%	68*	144%[activator]	-15%	10%	6%	91*
Cc1ccc(NC(=O)C2CC(=O)N(CCc3ccccc3)C2)c(C)c1 (configuration not stated)	-5%	7	-8%	5%	-13%	4%	-4
O=C(Cn1ccsc1=NC(=O)c1ccco1)c1ccccc1	40%[activator]	24*	46%[activator]	-2%	-18%	5%	32
COc1ccccc1Nc1nc(C)cc(C)c1C(N)=O	0%	-2	0%	-2%	-4%	-1%	-11
COc1ccc(S(=O)(=O)N2CCOC23CCN(S(=O)(=O)c2ccc(F)cc2)CC3)cc1	?	.	?	0%	2%	.	.
Nc1ncc(-n2cncn2)c(-c2ccc(Cl)cc2)n1	65%[activator]	-1	24%	-4%	12%	1%	-9
COC(=O)C1=C(C(=O)OC)[C@@H]2Nc3ccccc3[C@@]23C[C@@H](C(=O)OC)N(C(=O)COCc2ccccc2)C3=N1	.	.	.	-2%	12%	3%[11.5 µM]	.
COc1ccc(NC(=O)/C(Cl)=C(/Cl)S(=O)Cc2ccc(C)cc2)cn1 (configuration not stated)	0%	-12	.	.	.	1%	-40
Cc1ccc(-n2c(SCC(=O)OC(C)C)nnc2-c2ccccn2)cc1	?	-1	-20%	-1%	12%	-1%	11
CC(C(=O)NC(c1ccccc1)c1ccccc1)N1CCOCC1 (configuration not stated)	19%	-4	4%	0%	8%	0%	-2
N#CCCN(C(=O)COc1ccc(C#N)cc1)c1ccc(F)cc1	3%	-2	?	6%	-6%	3%	-8
O=C(NN=C1CCCCC1)NC1CCCCC1	?	-3	-15%	5%	1%	1%	13
CCOc1ccc(-c2nnn(CC(=O)NCCc3c[nH]c4ccccc34)n2)cc1	0%	4	0%	.	10%	3%	10
CCOC(=O)c1ccc(N2C(=O)C=CC2=O)cc1	.	7	22%	32µM*	?	-12%	-12
